Pf Dd2 growth – P. falciparum Dd2 growth inhibitors, primary screen, SYBR Green fluorescence, single dose replicates. actives 2.3% (n = 94,000). activity change, % at 10 µM. AID 1159554, 2015. 72 h; hits give low values; in the data active = activity change below about -80%; inconclusive = no clear call, values can overlap the other calls
C diff HTS – C. difficile growth inhibitors, primary screen, HTS; AID 1259249, 2017; growth activity, negative = inhibition, % at 16 µg/mL (by protocol); actives 0.25% (n = 86,000); Clostridium difficile clinical isolate growth, OD600, 24 h; hits give low values;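 active = mean growth activity at or below -80% and every replicate also at or below -80%; inconclusive = mean at or below -80% but some replicate above -80%; inactive = mean growth activity above -80%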;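 also: 0% = DMSO wells and -100% = levofloxacin 16 µg/mL wells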
Tcruzi prolif – T. cruzi intracellular proliferation inhibitors, primary screen, cell-based, beta-gal Tulahuen parasites, NIH3T3 host, luminescence | T. cruzi beta-gal in NIH3T3, GalScreen luminescence, 90 h | inhibition, % at 8.34 µM | actives 5.9% (n = 77,000);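 active = mean inhibition above about 93%, with at least 55% of replicates each passing it, limit read from the data, passing the limit was not always enough; inconclusive = only one of those two conditions holds; inactive = neither condition holds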
KDM4C inh – inhibitors of GASC-1 (KDM4C) histone demethylase, primary screen, biochemical, single concentration HTS. actives 0.15% (n = 96,000). AID 720574, 2013. inhibition, % at 12.5 µM. GST-KDM4C 2-372, H3K9me3 peptide, LANCE TR-FRET;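 active = mean replicate inhibition above about 25%, with at least 55% of replicates also reaching it, limit read from the data, passing the limit was not always enough; inconclusive = only one of those two conditions met; inactive = neither condition met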
Target sequence (Q9H3R0 2-372 limits assumed): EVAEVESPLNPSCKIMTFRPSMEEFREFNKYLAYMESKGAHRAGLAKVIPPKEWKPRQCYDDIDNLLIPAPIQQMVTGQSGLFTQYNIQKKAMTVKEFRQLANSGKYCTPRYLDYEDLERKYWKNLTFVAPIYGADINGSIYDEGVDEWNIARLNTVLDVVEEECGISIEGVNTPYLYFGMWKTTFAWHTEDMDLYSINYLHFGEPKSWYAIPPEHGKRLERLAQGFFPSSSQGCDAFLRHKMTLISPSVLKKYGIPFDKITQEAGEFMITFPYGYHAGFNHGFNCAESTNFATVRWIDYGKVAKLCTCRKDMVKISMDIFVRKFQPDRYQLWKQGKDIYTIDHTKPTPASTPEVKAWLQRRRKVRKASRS
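reagent = H3K9me3 peptide substrate, Fe(II), 2-oxoglutarate | system = GST-tagged GASC-1 (JMJD2C) catalytic fragment, aa 2-372 | amount = enzyme final amount 10 nM | read-out = Fall in 671/618 emission ratio as inhibition | medium = HEPES buffer, pH 7.5, plus ascorbate | schedule = 30 min reaction, 60 min detection, RT | measured by = LANCE TR-FRET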
The depositor's hits bear a star; u = inconclusive; x = not tested or not shown; & = joins results of further samples.

SMILES | Pf Dd2 growth | C diff HTS | KDM4C inh | Tcruzi prolif
C[C@@H]1CN([C@H](C)CO)C(=O)c2cccc(NS(=O)(=O)c3ccccc3)c2O[C@H]1CN(C)C(=O)Nc1ccc(C(F)(F)F)cc1 | 19 | -10 | -1.3 | 35
C[C@@H]1CN([C@H](C)CO)C(=O)Cc2cc(NS(=O)(=O)c3ccccc3)ccc2O[C@H]1CN(C)S(=O)(=O)c1ccccc1 | 0 | 5 | 0.6 | 15
O=S(=O)(c1ccc(F)cc1)N1CC[C@@H]2[C@@H](CO)Nc3ccc(Br)cc3[C@@H]21 | 35 | -5 | -0.4 | 73
N#Cc1ccc(-c2ccc3c(c2)[C@@H]2[C@@H](CCN2C(=O)C2CC2)[C@@H](CO)N3)cc1 | 6 | 2 | 5.6 | 104*
CCc1nc(N2[C@H](C#N)[C@@H](c3ccccc3-c3ccccc3C)[C@H]2CO)sc1C | -74 | 4 | -2.3 | x
CN(C)CC(=O)N1[C@H](C#N)[C@H](c2ccc(C#CC3CCCC3)cc2)[C@@H]1CO | -31 | 25 | 0.8 | 75
C[C@H](CO)N1C[C@H](C)[C@@H](CN(C)Cc2ccncc2)Oc2ccc(NC(=O)CCC(F)(F)F)cc2C1=O | 10 | 1 | x | 3
CC(=O)N1[C@H](CN(C(=O)c2ccccc2)C(C)C)[C@@H](c2ccccc2)[C@@H]1CO | -16 | 9 | 2.0 | 64
C[C@@H]1CN([C@@H](C)CO)C(=O)c2ccccc2-c2ccccc2CO[C@H]1CN(C)S(=O)(=O)c1cccc(C#N)c1 | -51 | -6 | 0.0 | 57
C[C@@H]1CCCCO[C@@H](CN(C)C(=O)Cc2ccccc2)[C@@H](C)CN([C@@H](C)CO)C(=O)c2cc(NS(=O)(=O)c3ccc(F)cc3)ccc2O1 | -46 | 1 | 2.8 | 12
Cc1noc(C)c1S(=O)(=O)Nc1ccc2c(c1)C(=O)N([C@@H](C)CO)C[C@@H](C)[C@H](CN(C)C(=O)NC(C)C)OCCCC[C@@H](C)O2 | 9 | 0 | 0.5 | -14
COc1cccc(NC(=O)N[C@@H]2C=C[C@@H](CC(=O)NCc3ccccn3)O[C@@H]2CO)c1 | 1 | -1 | -0.1 | -3
COc1ccc2c3c([nH]c2c1)[C@H](CO)N(Cc1cc(F)ccc1F)CC31CN(C(=O)CN(C)C)C1 | u | -3 | -0.3 | x
O=C(CC1CC1)Nc1ccc2c(c1)[C@@H]1C[C@@H](CC(=O)N3CCOCC3)O[C@H](CO)[C@@H]1O2 | 28 | 2 | -4.0 | -6
CO[C@@H](CN(C)S(=O)(=O)c1ccc(F)cc1)[C@@H](C)CN(C(=O)Nc1ccccc1F)[C@@H](C)CO | -3 | x | -1.2 | 65
COc1ccc(S(=O)(=O)N2CCCCN3[C@H](CO)[C@@H](c4ccc(C#CC(C)C)cc4)[C@@H]3C2)cc1 | -17 | 1 | -0.1 | 96*
O=C(C[C@@H]1C[C@H]2c3cc(NC(=O)Nc4ccccc4F)ccc3O[C@H]2[C@@H](CO)O1)NCc1cc(F)ccc1F | 1 | 5 | -1.0 | x
CO[C@H]1CN(C)C(=O)c2ccc(NS(=O)(=O)c3ccccc3)cc2OC[C@@H](C)N(Cc2cccnc2)C[C@@H]1C | -3 | 6 | -0.9 | 19
CCC(=O)N1CC(=O)N2[C@H](CO)[C@@H](c3ccc(C#CCc4ccccc4)cc3)[C@H]2C1 | -56 | -26 | 0.0 | x
C[C@H](CO)N1C[C@H](C)[C@@H](CN(C)C(=O)Nc2ccc(F)cc2)Oc2ccc(NC(=O)C3CC3)cc2CC1=O | 13 | -4 | 1.0 | -13
Cc1ccccc1S(=O)(=O)Nc1ccc2c(c1)C(=O)N(C)[C@@H]1CC[C@@H](CC(=O)O)O[C@H]1CO2 | 13 | x | 1.4 | 18
O=C(c1cccnc1)N1CC(=O)N2[C@@H](CO)[C@@H](c3ccc(-c4ccc(F)cc4)cc3)[C@@H]2C1 | -53 | -2 | 1.8 | x
COc1cccc(S(=O)(=O)N2C[C@H](O)COC[C@@H]3O[C@@H](CC(=O)Nc4ccccc4)CC[C@H]32)c1 | -4 | -4&-5 | -2.1 | -33
CO[C@@H](CN(C)C(=O)c1ccccc1F)[C@H](C)CN([C@H](C)CO)S(=O)(=O)c1ccccc1 | 5 | x | 2.5 | 30
O=C(C[C@@H]1CC[C@H]2[C@@H](COC[C@H](O)CN2C(=O)Nc2ccc(Cl)c(Cl)c2)O1)NCc1ccc(Cl)c(Cl)c1 | 5 | x | 0.7 | 85
C[C@@H]1CCCCO[C@H](CN(C)Cc2ccncc2)[C@@H](C)CN([C@H](C)CO)C(=O)c2cc(NC(=O)Nc3ccc(F)cc3)ccc2O1 | 18 | x | -0.2 | 41
O=C(N[C@@H]1CC[C@H](CC(=O)N2CCN(c3ccccc3)CC2)O[C@@H]1CO)c1ccccc1 | -7 | x | 0.2 | 6
CS(=O)(=O)Nc1ccc2c(c1)[C@@H]1C[C@@H](CC(=O)NCC(F)(F)F)O[C@H](CO)[C@@H]1O2 | 10 | -1 | 3.1 | x
COCC(=O)N1CC2(CN(C(=O)c3ccccn3)C2)c2c(n(C)c3cc(OC)ccc23)[C@H]1CO | -14 | 1 | 0.0 | x
Cc1ccc(S(=O)(=O)Nc2ccc3c(c2)C(=O)N([C@@H](C)CO)C[C@H](C)[C@@H](CN(C)C(=O)NC(C)C)O3)cc1 | -9 | -5 | 16 | -14
Cc1noc(C)c1S(=O)(=O)N(C)C[C@H]1OCCCC[C@H](C)Oc2ccc(NC(=O)Nc3cccc4ccccc34)cc2C(=O)N([C@H](C)CO)C[C@H]1C | -92* | 0 | -1.3 | x
C[C@H](CO)N1C[C@H](C)[C@H](CN(C)C(=O)Nc2cccc3ccccc23)OCCCC[C@H](C)Oc2ccc(NS(=O)(=O)c3cccs3)cc2C1=O | 10 | 4 | -0.2 | 73
CO[C@@H]1CN(C)C(=O)c2ccc(NC(=O)c3ccccc3F)cc2OC[C@@H](C)N(C)C[C@@H]1C | -27 | 0 | -0.5 | -9
COc1ccc(CN(C)C[C@H]2OCCCC[C@@H](C)Oc3ccc(NS(C)(=O)=O)cc3C(=O)N([C@@H](C)CO)C[C@H]2C)cc1 | 52 | -2 | 0.0 | 89
CO[C@@H]1CN(C)C(=O)c2ccc(NC(=O)c3ccc(F)cc3)cc2OC[C@H](C)N(C(=O)CC2CC2)C[C@H]1C | -25 | x | 1.1 | 18
CNC[C@@H]1Oc2cc(C#Cc3ccc(OC)cc3)ccc2S(=O)(=O)N([C@H](C)CO)C[C@H]1C | -56 | 0 | -3.5 | 103*
CCCC#Cc1cnc2c(c1)C(=O)N([C@H](C)CO)C[C@@H](C)[C@@H](CN(C)C(=O)NCCC)O2 | 12 | 5 | -0.7 | 35
C/C=C/c1ccc2c(c1)O[C@@H](CN(C)C(=O)COC)[C@H](C)CN([C@H](C)CO)S2(=O)=O | -6 | 0 | 0.8 | x
CCCNC(=O)N1[C@H](CO)[C@H](c2ccccc2C2=CCCC2)[C@@H]1C#N | -56 | -5 | 0.9 | x
C[C@@H]1CN([C@@H](C)CO)C(=O)c2cc(Br)cnc2O[C@H]1CN(C)C(=O)CCN1CCCCC1 | 11 | 4 | 0.6 | x

Some of the entries above in another layout:
Cc1noc(C)c1S(=O)(=O)N(C)C[C@H]1OCCCC[C@H](C)Oc2ccc(NC(=O)Nc3cccc4ccccc34)cc2C(=O)N([C@H](C)CO)C[C@H]1C
  Pf Dd2 growth = -92*	C diff HTS = 0	KDM4C inh = -1.3	Tcruzi prolif = x
C[C@H](CO)N1C[C@H](C)[C@H](CN(C)C(=O)Nc2cccc3ccccc23)OCCCC[C@H](C)Oc2ccc(NS(=O)(=O)c3cccs3)cc2C1=O
  Pf Dd2 growth = 10	C diff HTS = 4	KDM4C inh = -0.2	Tcruzi prolif = 73
CO[C@@H]1CN(C)C(=O)c2ccc(NC(=O)c3ccccc3F)cc2OC[C@@H](C)N(C)C[C@@H]1C
  Pf Dd2 growth = -27	C diff HTS = 0	KDM4C inh = -0.5	Tcruzi prolif = -9

Following part.
SMILES | Pf Dd2 growth | C diff HTS | KDM4C inh | Tcruzi prolif
COCC#Cc1ccc2c(c1)O[C@@H](CN(C)CC1CC1)[C@@H](C)CN([C@@H](C)CO)S2(=O)=O | -29 | 0 | 0.0 | x
COc1cccc(S(=O)(=O)N2CC[C@H]3[C@@H](CO)N(C)c4ccc(C#Cc5cccnc5)cc4[C@H]32)c1 | -62 | 0 | -0.3 | 45
COc1ccc2c3c(n(C)c2c1)[C@H](CO)N(C(=O)c1ccncc1)CC31CN(C(C)=O)C1 | 3 | 8 | 0.0 | x
CCNC(=O)C[C@H]1CC[C@@H](NC(=O)C2CCOCC2)[C@@H](CO)O1 | -2 | 18 | 3.6 | 40
CC(C)NC(=O)Nc1ccc2c(c1)C(=O)N([C@H](C)CO)C[C@@H](C)[C@H](CN(C)S(=O)(=O)c1cccs1)O2 | 0 | 3 | -0.5 | -56
COc1ccc(CN(C)C[C@@H]2OCCCC[C@@H](C)Oc3ccc(NC(=O)Nc4ccc(OC)cc4)cc3C(=O)N([C@H](C)CO)C[C@@H]2C)cc1 | 37 | x | x | 35
C[C@H](CO)N1C[C@H](C)[C@H](CN(C)C(=O)Nc2ccnc(N3CCOCC3)c2)OCc2ccccc2-c2ccccc2C1=O | 15 | -5 | -0.9 | 110*
Cc1ccc(S(=O)(=O)Nc2ccc3c(c2)CC(=O)N([C@@H](C)CO)C[C@@H](C)[C@H](CN(C)S(=O)(=O)c2ccc(Cl)cc2)O3)cc1 | -79 | -2 | -2.4 | -2
C[C@@H]1CN([C@H](C)CO)C(=O)c2cccc(NC(=O)C3CC3)c2O[C@H]1CN(C)S(C)(=O)=O | 11 | 0 | -0.7 | 26
O=C(Cc1ccccn1)N[C@H]1CC[C@H](CCNC(=O)c2cc(Cl)cc(Cl)c2)O[C@@H]1CO | 7 | x | 2.9 | -13

Reformatted with two lines to a compound: two of the compounds above
Every second line gives: Pf Dd2 growth	C diff HTS	KDM4C inh	Tcruzi prolif
COCC#Cc1ccc2c(c1)O[C@@H](CN(C)CC1CC1)[C@@H](C)CN([C@@H](C)CO)S2(=O)=O
→ -29	0	0.0	x
CC(C)NC(=O)Nc1ccc2c(c1)C(=O)N([C@H](C)CO)C[C@@H](C)[C@H](CN(C)S(=O)(=O)c1cccs1)O2
→ 0	3	-0.5	-56

(listing goes on)
SMILES | Pf Dd2 growth | C diff HTS | KDM4C inh | Tcruzi prolif
CCCNC(=O)C[C@@H]1C[C@@H]2c3cc(NC(=O)Nc4ccccc4)ccc3O[C@@H]2[C@H](CO)O1 | -24 | 1 | 0.6 | 0
C[C@@H]1CN([C@H](C)CO)C(=O)CCCn2cc(nn2)CO[C@@H]1CN(C)C(=O)Nc1ccccc1C(F)(F)F | 3 | -5 | 1.5 | 34
C[C@@H]1CN([C@@H](C)CO)C(=O)Cc2cc(NS(C)(=O)=O)ccc2O[C@H]1CN(C)Cc1ccc2c(c1)OCO2 | 7 | -2 | 0.0 | 29
COc1ccc(-c2cnc3c(c2)C(=O)N([C@@H](C)CO)C[C@@H](C)[C@H](CN(C)C(=O)Cc2cccnc2)O3)cc1 | 3 | -2 | -0.6 | x
O=C(C[C@H]1CC[C@@H]2[C@H](COC[C@H](O)CN2Cc2cccc(Cl)c2)O1)N1CCOCC1 | -1 | x | 1.0 | 10
O=C(C[C@H]1C[C@@H]2c3cc(NC(=O)Cc4ccncc4)ccc3O[C@@H]2[C@H](CO)O1)NCCN1CCCCC1 | 4 | -2 | 1.2 | 7
COc1ccc(NC(=O)N2CCCCN3[C@H](CO)[C@H](c4ccc(-c5ccccc5F)cc4)[C@@H]3C2)cc1 | -85* | -15 | -0.5 | 30
CCCC(=O)Nc1ccc2c(c1)C(=O)N(C)[C@H]1CC[C@@H](CC(=O)NC3CCCC3)O[C@@H]1CO2 | -2 | -6 | -0.1 | -1
Cc1noc(C)c1NC(=O)N(C)C[C@@H]1Oc2c(NC(=O)Nc3ccccc3)cccc2C(=O)N([C@H](C)CO)C[C@H]1C | 17 | -2 | 1.8 | -29
CN1CCN(C(=O)C[C@@H]2CC[C@H]3[C@@H](COC[C@@H](O)CN3CC3CCCCC3)O2)CC1 | 2 | x | 2.9 | 10
C[C@@H]1CN([C@@H](C)CO)C(=O)c2cc(C3=CCCCC3)cnc2O[C@@H]1CN(C)C(=O)Cc1cccnc1 | 22 | 8 | 0.4 | 14
C[C@@H]1CN([C@H](C)CO)C(=O)Cc2cc(NC(=O)Nc3ccccc3)ccc2O[C@H]1CN(C)Cc1ccccc1 | 27 | -13 | -0.2 | 15
C[C@@H]1CN([C@@H](C)CO)S(=O)(=O)c2ccc(C3=CCCCC3)cc2O[C@H]1CN(C)C | -8 | x | -1.3 | -60
CC(=O)N(C)C[C@H]1OCc2ccccc2-c2ccccc2C(=O)N([C@H](C)CO)C[C@H]1C | 39 | -4 | 0.9 | -42
O=C(NCC[C@@H]1CC[C@@H](NS(=O)(=O)Cc2ccccc2)[C@H](CO)O1)C1CCC1 | 1 | x | -0.3 | -14

Compounds were not picked by outcome, and some 7% of all compounds hit somewhere here.
